DNA FID counter: displaces DNA intercalator in HCV helicase counter-screen; 0.17% of 290,000 active; DNA fluorescent intercalator displacement, fluorescence; inhibition, % at 7.9 µM; AID 1845; in the data active = inhibition above about 37%;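 note: 0% = vehicle and 100% = reference compound; higher means more ethidium bromide displaced from hairpin DNA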
VIM-2 inhibitor: blocks Pseudomonas aeruginosa VIM-2 metallo-beta-lactamase | purified VIM-2, nitrocefin hydrolysis, epi-absorbance fluorescence | AID 1527 | 0.89% of 290,000 active | inhibition, % at 5.6 µM;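 active = inhibition above the mean of all tested compounds plus 3 SD, cutoff set per screening run, cut at about 7.5% in these data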;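 note: red hydrolysis product quenches plate fluorescence so inhibitors raise well fluorescence; 0% = enzyme with DMSO and 100% = DMSO without enzyme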
PHOSPHO1 inh: inhibitors of human PHOSPHO1 phosphatase. Q8TCT1. recombinant PHOSPHO1, absorbance phosphatase assay. inhibition, % at 13.3 µM. 1.1% of 290,000 active. AID 1565; in the data active = inhibition above about 60%
Target sequence (Q8TCT1 whole entry, looked up): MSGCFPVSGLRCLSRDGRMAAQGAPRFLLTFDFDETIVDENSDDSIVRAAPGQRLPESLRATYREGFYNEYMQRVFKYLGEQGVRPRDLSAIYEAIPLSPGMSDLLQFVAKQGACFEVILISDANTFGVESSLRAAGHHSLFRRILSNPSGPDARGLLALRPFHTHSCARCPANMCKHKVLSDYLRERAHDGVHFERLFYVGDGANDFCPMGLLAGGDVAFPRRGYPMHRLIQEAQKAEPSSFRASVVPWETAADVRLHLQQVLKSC
GPR7 antag: antagonists of human GPR7 (neuropeptides B/W receptor 1). P48145. GPR7-expressing cells, fluorescence antagonist assay. inhibition, % at 4.4 µM. 1.1% of 290,000 active. AID 1861; in the data active = inhibition above about 16%, passing the limit was not always enough;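 note: cells stimulated with the agonist NPW; 0% = agonist with vehicle and 100% = vehicle without agonist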
HCV NS3 hel inh: HCV NS3 helicase inhibition | NS3 helicase DNA unwinding, Cy5 molecular beacon fluorescence | inhibition, % at 10.9 µM | 0.56% of 290,000 active | AID 1800;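 active = inhibition above the mean of all tested compounds plus 3 SD, set per campaign, cut at about 35% in these data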;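 note: 0% = DMSO wells and 100% = thioflavine S control wells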
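System: NS3 helicase fragment of HCV / Schedule: 1 h at 25 °C / Control set: DMSO alone as 0% and 110 µM thioflavine S as 100% / Reagent: Cy5/quencher beacon DNA duplex and ATP to start / Technique: Cy5 fluorescence / Replication: singlicate / Evaluation: % inhibition of end-to-start signal ratio versus controls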
OXTR agonist: agonists of human oxytocin receptor; CHO-OTR cells, Fluo-8 calcium fluorescence; normalized: DMSO 0%, oxytocin 100%; 0.32% of 320,000 active; P30559; activation, % at 3 µM;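 active = activation above the mean of all tested compounds plus 3 SD, cutoff set per screening run, cut at about 20% in these data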;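 note: peak over basal fluorescence ratio from a 100 s FLIPR kinetic read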
Target sequence (P30559 whole entry, looked up): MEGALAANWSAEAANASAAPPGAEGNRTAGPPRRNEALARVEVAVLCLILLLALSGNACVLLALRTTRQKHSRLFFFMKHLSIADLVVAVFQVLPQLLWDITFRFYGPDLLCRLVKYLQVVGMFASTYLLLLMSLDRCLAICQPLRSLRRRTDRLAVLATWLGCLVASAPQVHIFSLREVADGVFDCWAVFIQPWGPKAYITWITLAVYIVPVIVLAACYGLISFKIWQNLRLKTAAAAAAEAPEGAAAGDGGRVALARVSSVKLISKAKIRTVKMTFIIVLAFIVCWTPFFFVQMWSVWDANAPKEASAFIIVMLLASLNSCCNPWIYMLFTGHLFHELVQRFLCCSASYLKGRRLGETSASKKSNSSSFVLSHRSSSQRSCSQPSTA
GalR3 antagonist: blocks the human galanin receptor 3; AID 651719; 0.44% of 360,000 active; inhibition, % at 3 µM; HEK293 GalR3-CNG cAMP membrane potential fluorescence; galR3 body fused to GalR1 C-terminus;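 active = inhibition above the screen-wide average plus 3 SD, cut at about 13% in these data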;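 note: forskolin and galanin both at EC90 stimulate the cells; cAMP rise reported by CNG channel membrane potential dye signal; 0% = forskolin plus galanin with DMSO and 100% = forskolin alone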
Target sequence (O60755 1-299 limits assumed): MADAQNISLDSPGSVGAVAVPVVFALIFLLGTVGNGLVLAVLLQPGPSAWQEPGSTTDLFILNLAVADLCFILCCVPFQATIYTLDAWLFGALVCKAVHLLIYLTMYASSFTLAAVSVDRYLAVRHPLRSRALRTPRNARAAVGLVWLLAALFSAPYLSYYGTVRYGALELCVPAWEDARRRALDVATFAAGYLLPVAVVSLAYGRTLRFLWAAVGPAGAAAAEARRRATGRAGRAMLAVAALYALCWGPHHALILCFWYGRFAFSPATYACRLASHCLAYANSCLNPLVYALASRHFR
IMP-1 inh: inhibitors of Pseudomonas aeruginosa IMP-1 metallo-beta-lactamase | 0.45% of 290,000 active | inhibition, % at 5.6 µM | purified IMP-1, nitrocefin hydrolysis, epi-absorbance fluorescence;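 active = inhibition above the mean plus 3 SD of all compounds in the same screening run, cut at about 4.5% in these data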;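 note: 0% = IMP-1 with DMSO and 100% = DMSO wells lacking enzyme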
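Test system: recombinant IMP-1 enzyme, purified / Medium: HEPES buffer pH 7.1 with ZnSO4 and Brij 35 / Doses: single dose, 5.6 µM / Times: 25 °C, 15 min preincubation, 25 min reaction / Detection: Epi-absorbance via hydrolysed-nitrocefin quenching of white-plate fluorescence, 480/530 nm, EDTA stop / Evaluation: percent inhibition from optical density relative to buffer-blank wells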
V1R ag counter: activates human V1a receptor in oxytocin agonist counter-screen | P37288 | activation, % at 3 µM | CHO-V1R cells, Fluo-8 calcium fluorescence, agonist mode; 0% DMSO, 100% 3 nM vasopressin | 0.25% of 320,000 active | AID 2797;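 active = activation above the mean activation of all tested compounds plus 3 SD, per screening run, cut at about 20% in these data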;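 note: signal is peak over basal fluorescence ratio across a 100 second FLIPR read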
An asterisk follows results filed as active; . = not tested or not shown.

SMILES	DNA FID counter	VIM-2 inhibitor	PHOSPHO1 inh	GPR7 antag	HCV NS3 hel inh	OXTR agonist	GalR3 antagonist	IMP-1 inh	V1R ag counter
COc1ccc(C2=NOC(C(=O)Nc3cc(Br)ccc3O)C2)cc1OC (stereo unspecified)	-4.3	-2.4	-31.1	1.9	-23.8	12.9	-6.3	-2.5	4.7
O=C(COc1ccc(Cl)cc1Br)Nc1ccncc1	1.3	-1.8	8.3	-14.1	-1.9	12.3	-8.2	-3.9	8.0
Cc1ccc(C(c2c(C)n(C)n(-c3ccccc3)c2=O)c2c(C)n(C)n(-c3ccccc3)c2=O)s1	-34.4	0.6	-25.8	-2.2	17.8	-0.1	3.0	-1.4	0.5
CC(C)C(C(=O)C=[N+]=[N-])N1C(=O)c2ccccc2C1=O (stereo unspecified)	0.3	3.0	5.6	-4.5	-6.6	0.4	-2.6	-0.1	0.8
Cc1noc(NS(=O)(=O)c2ccc(N3CC(O)=C(c4ccccc4)C3=N)cc2)c1C	-16.2	-1.5	-8.5	-6.3	1.5	1.6	1.5	-1.8	0.5
Cc1ccc(-c2cc(C(=O)N3CCN(C(=O)c4ccco4)CC3)[nH]n2)c(C)c1	-43.2	0.3	29.3	3.5	1.3	0.4	-0.2	-0.8	3.6
O=c1[nH][nH]cc1C=Nc1cc(Cl)ccc1O	5.3	0.6	16.5	-2.9	17.9	1.1	-3.8	-3.3	0.9
COc1ccc(N(CC(=O)N2CCN(c3ccc(F)cc3)CC2)S(=O)(=O)c2c(C)n[nH]c2C)cc1	-32.6	-1.9	-4.6	1.7	-13.2	0.3	-7.6	-1.5	0.3
CCC(=O)N1N=C(c2ccc(C)o2)CC1c1ccc(Br)cc1 (stereo unspecified)	-27.0	-3.2	-6.4	-1.6	7.2	-1.9	-3.6	-4.5	-0.2
CCC(C(=O)NC1CCCC1)N(Cc1ccccc1Cl)C(=O)c1snc(C(N)=O)c1N (stereo unspecified)	-22.4	-2.8	10.8	10.6	-22.5	-0.6	-7.9	-1.9	-0.7
CCn1cc(C(=O)O)c(=O)c2cc(F)c(N3CCN(C(=S)NC(=O)c4ccc(OC)cc4)CC3)cc21	-10.5	-1.5	-183.0	-13.3	0.4	0.2	1.3	-2.2	1.1
CCCCN(CCCC)S(=O)(=O)c1ccc(SCC(=O)OCC)c([N+](=O)[O-])c1	-12.4	-3.1	-7.1	0.3	2.8	-1.1	-2.1	-3.6	1.0
COc1ccc(NC(C)=[N+](C)CCNS(=O)(=O)c2ccc(Cl)cc2)cc1Cl	5.9	-0.7	-96.7	8.2	-14.7	-0.4	-4.3	-1.9	1.6
Cc1ccccc1S(=O)(=O)c1c(C)cc(C)n(C(C)C)c1=O	-25.0	-3.9	3.8	-19.0	-4.5	-1.8	2.3	-3.3	-2.6
COc1ccc(-n2nc(C(=O)NCC(=O)N3CC(C)CC(C)C3)c3ccccc3c2=O)cc1OC (stereo unspecified)	-44.8	-1.1	27.9	-2.4	-12.0	0.8	-6.9	-1.3	6.9
Cn1c(OCc2cccnc2)nc2c1c(=O)n(Cc1ccccc1)c(=O)n2C	-24.1	8.7*	26.8	2.6	-5.1	1.9	-0.7	-2.5	4.1
Cc1cc(NC(=O)c2ccc(Br)c(S(=O)(=O)N3CCCC3)c2)no1	-11.2	-3.1	1.8	0.6	-0.2	8.9	-2.8	-0.1	5.9
COCCCNCCCCSc1ccc(Cl)cc1	11.8	-1.8	8.8	1.4	-1.7	2.3	-8.5	-1.9	2.3
CC(C)(C)OC(=O)N[C@@H](Cc1ccccc1)C(=O)N1CCC(C(=O)N[C@@H](Cc2c[nH]c3ccccc23)C(=O)O)CC1	-27.9	1.5	28.6	17.4	23.4	-0.5	-10.5	1.4	0.1
CC(Sc1nc2c(c(=O)[nH]1)CCCC2)C(=O)Nc1ccccc1C#N (stereo unspecified)	-9.4	-3.1	8.7	-18.7	5.9	-0.4	-8.9	-2.0	0.0
CSc1cccc(CN2CCCC(CO)(Cc3cccc(Cl)c3)C2)c1 (stereo unspecified)	13.8	-2.9	-7.9	1.2	-46.5	-0.4	1.6	-3.4	1.4
O=C(CN1CCc2ccccc21)NC(=O)NC1CCCCC1	-16.3	0.5	10.0	-3.5	-4.7	-2.1	-4.9	-0.8	0.0
COc1ccc(NS(=O)(=O)c2ccc(N3CCOCC3)c(NC(=O)c3cccc(F)c3)c2)cc1	-19.6	-2.9	3.4	-9.2	-10.6	4.8	-3.4	-0.5	-0.1
Cc1ccsc1/C=C1/SC(N2CCOCC2)=NC1=O	-4.9	0.5	-7.9	1.7	-9.0	-1.6	.	-0.4	-0.9
O=C(NCc1ccccn1)C1CCC(=O)N(Cc2ccc(Cl)cc2)C1 (stereo unspecified)	-23.4	-2.2	22.2	0.4	15.0	-0.1	-9.6	-2.0	0.8

The final 3 records of the section before lead into the next.
SMILES	DNA FID counter	VIM-2 inhibitor	PHOSPHO1 inh	GPR7 antag	HCV NS3 hel inh	OXTR agonist	GalR3 antagonist	IMP-1 inh	V1R ag counter
COc1ccc(NS(=O)(=O)c2ccc(N3CCOCC3)c(NC(=O)c3cccc(F)c3)c2)cc1	-19.6	-2.9	3.4	-9.2	-10.6	4.8	-3.4	-0.5	-0.1
Cc1ccsc1/C=C1/SC(N2CCOCC2)=NC1=O	-4.9	0.5	-7.9	1.7	-9.0	-1.6	.	-0.4	-0.9
O=C(NCc1ccccn1)C1CCC(=O)N(Cc2ccc(Cl)cc2)C1 (stereo unspecified)	-23.4	-2.2	22.2	0.4	15.0	-0.1	-9.6	-2.0	0.8
O=C(O)C(CCCCN1C(=O)c2ccccc2C1=O)N1C(=O)c2ccccc2C1=O (stereo unspecified)	-27.9	5.3	1.1	4.2	10.0	0.5	-2.2	18.0*	3.3
COc1ccc(OC)c(NC(=O)CCN2CCN(Cc3ccccc3)CC2)c1	5.5	-1.8	-19.3	-13.5	-1.6	0.7	-7.2	-3.3	0.3
CC(Nc1cccc(F)c1)C(=O)Nc1ccc(S(N)(=O)=O)cc1 (stereo unspecified)	1.6	1.8	26.7	0.2	1.9	0.2	-4.6	0.0	1.1
Cn1c(NC(=O)c2ccc(S(=O)(=O)N3CCCCC3)cc2)cc(=O)n(C)c1=O	-3.7	0.7	5.9	-3.2	16.7	1.9	-0.6	-2.7	3.9
COc1ccc(CCNc2nc(C)cc(=O)[nH]2)cc1OC	-6.6	-2.9	.	-7.9	1.0	-0.2	-6.6	-4.1	0.3
COc1ccc(Nc2nc(C(=O)NCc3ccco3)cs2)cc1	-5.4	-2.7	5.0	-5.6	-3.5	-0.7	-0.3	-3.4	2.7
O=C(C1CCC1)N1CCc2cc(S(=O)(=O)NC3CCCc4ccccc43)ccc21 (stereo unspecified)	-2.5	-3.3	6.4	2.0	-1.4	0.6	-1.3	-2.6	0.7
Nc1nc(Nc2ccccc2F)nc(N2CCCC2)c1[N+](=O)[O-]	-11.8	2.8	30.8	-9.2	6.6	-1.7	-2.7	-3.5	-1.2
CCC(C(=O)Nc1ccncc1)c1ccccc1 (stereo unspecified)	0.2	-1.6	22.0	-11.3	-0.3	5.8	-8.4	-3.6	5.7
CC(C)(C)c1nc2scc(-c3ccc(Cl)cc3)c2c(=O)o1	-13.1	0.9	30.1	9.8	4.0	-1.1	4.5	-1.8	0.9
OCCN1CCN(C(=S)c2ccc(Cl)c(Cl)c2)CC1	-1.8	-2.3	37.3	-6.8	5.3	4.1	-3.2	-3.0	1.8
CCOc1ccc(CCNC(=O)CCC(=O)N2CCOc3ccccc32)cc1OCC	-39.6	-2.6	15.1	11.3	5.2	-2.4	.	-0.3	-1.4
CCOc1ccc(-c2c(C(=O)N/N=C/C3CCCCC3)nnn2-c2nonc2N)cc1	-10.9	0.4	22.4	-15.1	2.7	-0.4	2.0	-0.5	1.4
CCN(CC(F)(F)C(F)F)S(=O)(=O)c1ccc(NC(=O)OC)cc1	-3.2	-2.9	20.2	-4.0	-10.0	-0.9	-3.1	-4.0	0.2
CC(C)c1ccc(S(=O)(=O)/N=C2\C=C(NS(=O)(=O)c3ccccc3)C(=O)c3ccccc32)cc1	26.6	-3.7	55.3	-8.5	-7.2	-1.1	10.5	-4.5	-1.2
O=C1CSC(c2ccccc2Br)N1c1ccc(Cl)cn1 (stereo unspecified)	-4.5	0.2	-15.8	-12.9	-2.4	-2.7	-3.7	-1.3	-0.9
Cc1cc(C)n2c(-c3ccccc3Cl)nnc2n1	-15.0	-3.7	-5.0	-3.4	3.2	-1.6	-12.4	-1.1	-0.9
O=C(CC1SCCNC1=O)Nc1cccc([N+](=O)[O-])c1 (stereo unspecified)	-2.1	-2.9	31.8	3.0	-6.9	0.5	0.1	-2.0	-0.2
Fc1ccc2c(c1)C1OCCCC1C(c1ccccc1)N2 (stereo unspecified)	-11.8	-0.5	8.3	0.7	0.1	-1.0	-8.9	-2.3	-1.5
O=C(Oc1cccc2cccnc12)c1cccc(-n2cnnn2)c1	1.5	0.4	-7.1	-7.9	-2.5	1.9	-0.4	-2.0	1.3
CC(=O)NC(Cc1c[nH]c2ccccc12)C(=O)O (stereo unspecified)	-0.1	-3.4	19.8	-14.7	-4.4	0.4	-6.6	-2.5	1.0
COc1ccc(C2CCCN2C(=O)c2cccs2)cc1 (stereo unspecified)	-4.7	-0.7	23.1	-2.5	-2.7	-1.9	-2.1	-2.6	-1.5
CCOc1cc(C2C(C(=O)OC(C)C)=C(C)NC3=C2C(=O)CCC3)cc([N+](=O)[O-])c1O (stereo unspecified)	-13.3	-2.5	33.5	-19.8	6.7	-1.9	-4.4	-3.6	-0.9
Cc1ccc2[nH]c3c(NCc4ccco4)ncnc3c2c1	9.0	1.7	22.0	-2.9	2.9	16.1	-7.7	-1.9	12.1
CC(NC(=O)c1ccc(Br)o1)C1CC2CCC1C2 (stereo unspecified)	-12.8	-2.4	.	-6.4	6.0	-1.8	4.0	-3.5	-0.9
Later entries
SMILES	DNA FID counter	VIM-2 inhibitor	PHOSPHO1 inh	GPR7 antag	HCV NS3 hel inh	OXTR agonist	GalR3 antagonist	IMP-1 inh	V1R ag counter
COc1ccc(/C=N/NS(=O)(=O)c2ccc(C)cc2)cc1OC(=O)c1ccc(C)cc1	-8.2	-2.2	23.8	-10.7	-9.1	-0.5	0.2	-1.2	0.8
CCn1c(SCC(=O)Nc2ccccc2C)nc2nc3c(cc2c1=O)COC(C)(C)C3	-11.2	-1.6	-12.6	-11.3	-11.2	-1.1	-4.7	-3.0	-0.5
Cc1cccc(NC2=CC(=O)CC(C)(C)C2)c1C	9.1	0.1	3.5	-5.7	0.1	1.1	-4.0	-3.4	1.5
Cc1cc(CNC(=O)CC2C(=O)NCCN2Cc2ccc(-c3ccccc3)cc2)nn1C (stereo unspecified)	-16.5	-3.7	36.7	1.6	-0.9	-0.4	-6.2	-3.0	-0.1
COC(CCN(C)C)(c1ccccc1)c1ccccc1	3.0	-2.6	-6.0	-6.3	-0.6	1.8	-2.9	-1.1	1.7
Cc1ccc[n+](-c2nc([O-])sc2/C=N/Nc2ccc([N+](=O)[O-])cc2)c1	2.0	-2.5	-175.8	-16.6	19.2	0.6	0.1	-2.1	0.2
